Compound activity (PubChem BioAssay)
TCR CD3 inh: blocks the human TCR-CD3 interaction; TAMRA-labeled TCR probe fluorescence, biochemical; inhibition, % at 9.4 µM; 0.37% of 360,000 active; AID 651800; in the data active = inhibition above about 19%;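 also: recombinant mutant TCR 2C K166C tagged with TAMRA read by polarization; 0% = receptor in buffer alone and 100% = receptor with positive control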
mABHD4 FP: ABHD4 (mouse) inhibition, primary FP screen; Q8VD66; purified mABHD4, FP-Rh probe fluorescence polarization; inhibition, % at 8.92 µM; 0.54% of 370,000 active; AID 720543;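 active = inhibition exceeding the mean over every tested compound plus 3 SD, cut at about 30% in these data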;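 also: 0% = plate median of compound wells and 100% = S159A mutant with DMSO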
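Test system: mABHD4 protein; Read-out basis: % inhibition; Incubation: 45 min + 60 min at 25 °C; Repeats: single replicate; Technique: fluorescence polarization with parallel and perpendicular emission, 525/598 nm; Compound: 8.92 µM, single dose; Benchmarks: full inhibition S159A mutant plus DMSO, zero as sample-well median.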
HTRA1 inh: blocks human HTRA1 serine peptidase. recombinant HTRA1, FP-rhodamine activity-based probe, fluorescence polarization. inhibition, % at 5.96 µM. 0.5% of 340,000 active. AID 504803; in the data active = inhibition above about 36%;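 also: 0% = enzyme with DMSO and 100% = wells lacking enzyme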
PRMT1 FP inh: blocks human protein arginine methyltransferase 1 | inhibition, % at 2.79 µM | recombinant PRMT1, activity-based probe fluorescence polarization | 1.3% of 370,000 active;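 active = inhibition above about 21% made by adding two undisclosed values, limit read from the data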
LEDGF integ inh: blocks HIV-1 LEDGF/p75-dependent DNA integration | TR-FRET IN-LEDGF/p75 DNA integration, Eu/Cy5 | inhibition, % at 3.7 µM | 0.64% of 370,000 active | AID 743269;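 active = inhibition above the screen-wide mean plus 3 SD, cut at about 13% in these data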;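 also: signal is the Cy5 over europium emission ratio at 671 and 618 nm; 0% = plate median of compound wells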
TDP2 absorb: blocks human TDP2 phosphodiesterase activity | recombinant TDP2, T5PNP hydrolysis, p-nitrophenol absorbance 415 nm | O95551 | AID 720702 | 0.34% of 370,000 active | inhibition, % at 12.8 µM;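 active = inhibition above the mean of all tested compounds plus 3 SD, set per campaign, cut at about 25% in these data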;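 also: 0% = DMSO with enzyme and 100% = buffer with substrate but no TDP2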
Target sequence (O95551 whole entry, looked up): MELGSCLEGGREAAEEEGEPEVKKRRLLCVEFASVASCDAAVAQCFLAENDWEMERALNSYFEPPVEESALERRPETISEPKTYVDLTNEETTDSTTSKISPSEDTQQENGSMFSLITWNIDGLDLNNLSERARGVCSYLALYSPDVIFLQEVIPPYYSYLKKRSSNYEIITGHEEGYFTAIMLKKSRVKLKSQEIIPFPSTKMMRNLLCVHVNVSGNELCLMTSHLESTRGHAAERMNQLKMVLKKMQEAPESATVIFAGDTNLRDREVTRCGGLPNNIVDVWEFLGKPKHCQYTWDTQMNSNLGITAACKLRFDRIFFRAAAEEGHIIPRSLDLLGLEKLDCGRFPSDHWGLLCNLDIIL
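System – recombinant human TDP2 · Amount – 120 nM TDP2 per well · Buffer or medium – Mg2+-containing Tris-HCl buffer, pH 7.5 · Reagent – T5PNP substrate, 5 mM · Dosing – 12.8 µM single point, 1% DMSO · Incubation – 2 h at 37 °C · Measured by – epi absorbance · Read-out basis – percent inhibition · Benchmarks – high control without enzyme, low control DMSO plus TDP2 · Repeats – singlicate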
UHRF1 MBD2 ctr: UHRF1 methyl-DNA binding inhibition; UHRF1 binding to methylated oligo, TR-FRET; 0.75% of 370,000 active; inhibition, % at 4.4 µM; Q96T88; in the data active = inhibition above about 21%;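 also: UHRF1 SRA domain binding a hemimethylated CpG hairpin DNA probe; 0% = median of test compound wells and 100% = reference inhibitor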
PG9 Ab binder: binds the HIV-1 gp120 antibody PG9; TR-FRET gp120-PG9 antibody binding; inhibition, % at 6.7 µM; 0.43% of 360,000 active; AID 624416; in the data active = inhibition above about 8.5%
Tn7 DDE FP: DD(E)-Tn7 binding inhibition, primary FP screen; P02675; FP displacement of FITC-Tn7 peptide from fibrin DD(E); 0% = median of compound wells per plate; inhibition, % at 8.3 µM; 0.13% of 370,000 active; AID 720508;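 active = inhibition above the mean of compounds falling within the control limits plus 3 SD of them, cut at about 14% in these data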;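 also: 0% = plate median of compound wells and 100% = 10 µM Aha-Tn7 peptide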
Target sequence (P02675 whole entry, looked up): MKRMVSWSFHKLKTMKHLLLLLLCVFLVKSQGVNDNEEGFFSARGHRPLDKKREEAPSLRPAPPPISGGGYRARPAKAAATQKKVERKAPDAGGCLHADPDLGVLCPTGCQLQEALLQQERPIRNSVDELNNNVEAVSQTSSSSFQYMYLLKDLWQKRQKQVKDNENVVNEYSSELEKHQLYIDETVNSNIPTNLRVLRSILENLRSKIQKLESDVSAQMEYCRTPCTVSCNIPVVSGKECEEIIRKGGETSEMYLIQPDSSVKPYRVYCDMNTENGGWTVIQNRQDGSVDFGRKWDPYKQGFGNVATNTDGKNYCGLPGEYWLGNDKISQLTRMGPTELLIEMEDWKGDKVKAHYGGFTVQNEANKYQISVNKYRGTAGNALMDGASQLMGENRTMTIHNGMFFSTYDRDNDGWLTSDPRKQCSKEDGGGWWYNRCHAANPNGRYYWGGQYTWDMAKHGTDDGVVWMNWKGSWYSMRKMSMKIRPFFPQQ
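Assay system: human fibrin DD(E). Input: DD(E) 2 µM final. Medium: Tris buffer with calcium and detergent, pH 7.8. Compound dosing: single point at 8.3 µM. Timing: 10 min plus 3 h, room temperature. Technique: fluorescence polarization of the labelled Tn7 tracer. Read-out: percent inhibition. Replicates: singlicate testing.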
SIAE inh: human SIAE inhibition, primary screen; SIAE FP-Rh probe binding, fluorescence polarization; inhibition, % at 9.66 µM; 0.69% of 370,000 active;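 active = inhibition above a cutoff: mean of compounds within the control limits plus 3 SD of those, cut at about 17% in these data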;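 also: 0% = plate median of compound wells and 100% = probe without SIAE protein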
An asterisk follows results filed as active; nt = not tested or not shown.

Preview (4 entries):
SMILES	TCR CD3 inh	mABHD4 FP	HTRA1 inh	PRMT1 FP inh	LEDGF integ inh	TDP2 absorb	UHRF1 MBD2 ctr	PG9 Ab binder	Tn7 DDE FP	SIAE inh
COc1ccc(C(=O)Nc2ncc3c(n2)CC(c2ccco2)CC3=O)cc1 (centres undefined)	7	3	-2	6	0	7	-3	-0.7	-4	6
CCC1(C)Cc2c(C#N)c(N)n(-c3ccccc3)c(=S)c2CO1 (centres undefined)	4	-1	-3	0	3	1	1	-1.0	-5	1
COc1ccccc1-n1c(SCC(=O)Nc2cccc3ccccc23)nc(O)cc1=O	3	-50	-35	5	2	8	0	-0.2	5	-18
CN1CCC(CO)(Cc2ccccc2)CC1	12	3	0	-2	1	8	22*	-0.1	8	5

The whole of this part (from the top)
SMILES	TCR CD3 inh	mABHD4 FP	HTRA1 inh	PRMT1 FP inh	LEDGF integ inh	TDP2 absorb	UHRF1 MBD2 ctr	PG9 Ab binder	Tn7 DDE FP	SIAE inh
COc1ccc(C(=O)Nc2ncc3c(n2)CC(c2ccco2)CC3=O)cc1 (centres undefined)	7	3	-2	6	0	7	-3	-0.7	-4	6
CCC1(C)Cc2c(C#N)c(N)n(-c3ccccc3)c(=S)c2CO1 (centres undefined)	4	-1	-3	0	3	1	1	-1.0	-5	1
COc1ccccc1-n1c(SCC(=O)Nc2cccc3ccccc23)nc(O)cc1=O	3	-50	-35	5	2	8	0	-0.2	5	-18
CN1CCC(CO)(Cc2ccccc2)CC1	12	3	0	-2	1	8	22*	-0.1	8	5
COc1ccccc1CC(=O)NC1CCCCCC1	-7	0	8	4	0	-12	5	-1.6	1	-2
Nc1ncnc(NCc2ccc(F)cc2)c1[N+](=O)[O-]	7	-2	5	0	1	-6	0	-1.2	-1	0
CN(C(=O)COC(=O)C12CC3CC(CC(C3)C1)C2)c1c(N)n(Cc2ccccc2)c(=O)[nH]c1=O	4	-1	6	-3	0	2	-1	0.2	3	0
COCCn1c(SCC(=O)N2CCCC2)nnc1-c1ccoc1C	8	4	7	2	0	4	-1	0.5	4	0
CSc1nnc2n(-c3ccc(C)cc3)c(=O)c3c4c(sc3n12)COC(C(C)C)C4 (centres undefined)	3	-4	5	-5	5	-9	1	-1.2	-4	1
Cn1cnc([N+](=O)[O-])c1Sc1ccncn1	-6	8	6	7	0	9	-2	0.9	-3	-6
O=C(CCl)N1CCCC1c1ccc2c(c1)OCCO2 (centres undefined)	-2	6	-3	4	-8	0	4	0.2	0	1
CCO[C@H]1OC(C(=O)N2CCN(Cc3ccccc3)CC2)=C[C@@H](c2ccccc2)[C@@H]1CCCO	-5	5	-2	2	-1	-2	-1	2.3	3	-3
S=C(Nc1ccccn1)NC1CCCCC1	1	-5	nt	5	-3	0	1	0.0	3	-4
O=C(CCSc1ccccn1)c1ccccc1	2	2	-4	52*	-2	-4	1	-2.6	-5	11
Cn1c(-c2ccccc2)cnc1SCC(=O)N1CCCc2ccccc21	2	0	-2	-2	-1	-1	-3	2.5	2	-1
CC(C)CNS(=O)(=O)c1ccc(CCC(=O)NC2CCCCC2)cc1	1	-3	0	0	-4	-13	-1	2.1	-2	-3
O=C(NCCN1CCCC1)c1ccc(CS(=O)(=O)c2c(Cl)cccc2Cl)o1	-2	2	4	-2	-3	7	2	-3.1	-2	-1
Cc1ccc(C(C(=O)NC2CCCCC2)N(C(=O)c2csnn2)C2CC2)cc1 (centres undefined)	1	2	0	0	-1	2	1	0.7	6	-3
Cc1c(C(=O)Nc2ccccc2C(=O)N2CCCC2)cccc1[N+](=O)[O-]	-2	-2	1	0	1	4	-2	-3.6	1	5
COc1cc(OC)cc(C(=O)Nc2ccccc2C(=O)N2CCCC2)c1	-2	0	-5	4	-2	0	0	-0.1	-1	4

4 consecutive compounds from above, quoted:
SMILES	TCR CD3 inh	mABHD4 FP	HTRA1 inh	PRMT1 FP inh	LEDGF integ inh	TDP2 absorb	UHRF1 MBD2 ctr	PG9 Ab binder	Tn7 DDE FP	SIAE inh
O=C(NCCN1CCCC1)c1ccc(CS(=O)(=O)c2c(Cl)cccc2Cl)o1	-2	2	4	-2	-3	7	2	-3.1	-2	-1
Cc1ccc(C(C(=O)NC2CCCCC2)N(C(=O)c2csnn2)C2CC2)cc1 (centres undefined)	1	2	0	0	-1	2	1	0.7	6	-3
Cc1c(C(=O)Nc2ccccc2C(=O)N2CCCC2)cccc1[N+](=O)[O-]	-2	-2	1	0	1	4	-2	-3.6	1	5
COc1cc(OC)cc(C(=O)Nc2ccccc2C(=O)N2CCCC2)c1	-2	0	-5	4	-2	0	0	-0.1	-1	4

(continued)
SMILES	TCR CD3 inh	mABHD4 FP	HTRA1 inh	PRMT1 FP inh	LEDGF integ inh	TDP2 absorb	UHRF1 MBD2 ctr	PG9 Ab binder	Tn7 DDE FP	SIAE inh
COC(=O)c1ccc(CN(c2ccccn2)S(=O)(=O)c2ccccc2)cc1	0	-5	7	-1	2	-6	3	0.0	3	6
COc1cccc(CN2CCN(Cc3ccco3)CC2)c1	3	8	3	0	5	15	0	-2.0	1	12
COc1cccc(C(=O)Nc2cccc(S(=O)(=O)NC3=NCCC3)c2)c1	0	3	1	2	-3	1	-1	0.0	-6	9
COc1ccc(-c2cc(C(=O)NCc3ccco3)c3ccccc3n2)c(OC)c1	4	-6	-16	6	5	9	1	-1.2	-7	-3
CN1C(=O)CSc2ccc(NC(=O)N3CCN(c4ccccn4)CC3)cc21	5	2	1	0	0	7	0	-1.9	-2	1
CCOC(=O)c1sc(NC(=O)Nc2ccc(Cl)cc2)nc1C	1	-1	-6	5	-3	-7	5	1.3	-4	0
CCN(C(=O)CSc1nnc(-c2ccco2)n1C)c1c(N)n(Cc2ccccc2)c(=O)[nH]c1=O	4	1	3	2	3	13	-2	-2.3	4	2
COc1ccc(NC(=O)CSc2nncn2N)c(OC)c1	-3	9	1	1	0	12	-1	-1.1	1	3
COC(=O)CSc1nnc(CNC(=O)c2cccc(C)c2)n1-c1ccccc1OC	2	1	0	-1	-3	2	4	0.2	0	6
COc1ccc(NC(=O)C(=S)N2CCCC2)cc1	-2	-3	2	-2	-3	-6	-1	0.7	-2	-2
Cc1nn(CCC(=O)O)c(C)c1C	-1	2	4	2	-2	2	5	-2.6	0	-2
Cc1ccc(S(=O)(=O)NCCC(=O)NCCCSc2ccccc2)cc1	-9	2	-10	2	0	1	2	-0.2	-3	-2
C[C@@H]1ON(C)[C@H]2C[C@H]3c4[nH]c5c(-c6ccc7c(c6)OCO7)cccc5c4CCN3C(=O)[C@@H]12	-2	0	nt	-2	1	-11	0	0.3	-4	-2
Cc1ccc[n+](C(C(=S)NCc2ccco2)=C([O-])c2ccccc2Cl)c1	-2	11	8	4	1	4	-3	-1.2	2	5
COc1ccccc1C(=O)OCc1c(F)cccc1Cl	-4	-6	-5	3	2	-5	-3	-1.2	-2	7
CCNC(=O)C1(C)CCCN(Cc2csc(-c3ccccc3)n2)C1 (centres undefined)	1	0	nt	-1	1	-5	-1	-0.4	-2	5
CC(C)CN(CC(C)C)C(=O)CS(=O)(=O)Cc1ccccc1	-8	4	-9	1	-3	3	1	0.1	4	0
CCOC(=O)N1CCC(NC(=S)Nc2ccc3nc(N4CCN(CC)CC4)cc(C)c3c2)CC1	-7	1	6	-3	2	17	-1	-3.7	3	1
COc1cccc(NC(=O)Nc2ccc(C(C)(C)C)cc2)c1	5	-18	-37	0	-1	1	-1	-2.4	-4	-10
CC(CCc1ccccc1)NC(=O)CCc1cn(C)c2ccccc12 (centres undefined)	8	0	-5	0	-2	-20	11	-1.0	-5	-7
CC(C(=O)Nc1ccccn1)N1C(=O)C2C3C=CC(C3)C2C1=O (centres undefined)	0	-6	3	-3	2	5	3	-0.7	1	2
Cc1[nH]c(C)c(S(=O)(=O)N2CCN(c3cccc(C(F)(F)F)c3)CC2)c1C(=O)N1CCCCC1	4	-5	1	0	1	2	0	-0.9	-3	-5
O=C(N=C1N(CC2CC2)CC2(C=C3CCCCC3n3c(=O)n(-c4ccccc4)c(=O)n32)N1C(=O)OCc1ccccc1)c1ccccc1 (centres undefined)	nt	1	nt	0	-1	1	2	nt	6	2
Cc1nnsc1-c1c(C(=O)O)c(C)nn1-c1ccc(OC(F)(F)F)cc1	4	-1	6	-1	-4	-4	-1	-1.4	-5	0
C=CCCC1CN(Cc2ccc(OC)cc2)S(=O)(=O)c2c(cccc2N2CCCC2)O1 (centres undefined)	0	-3	nt	-3	1	-11	-1	-0.2	4	-9
CCCCC(CC)C(=O)Nc1cc(C(=O)NCCC)ccc1N1CCC2(CC1)CC(c1ccccc1)=NO2 (centres undefined)	1	-11	-37	-2	-2	-6	-1	-1.7	2	4
CC(=O)c1c(C)[nH]c(C(=O)Nc2cccc(S(=O)(=O)N3CCCC3)c2)c1C	-7	-12	-18	3	2	-3	3	1.9	8	-8
Cc1cccc2nc(-c3ccco3)c(Nc3ccc4c(c3)OCO4)n12	0	16	8	14	0	-5	0	-0.5	-3	6
COC(=O)C1C(=O)C2=C(CC1C)Nc1ccccc1NC2c1ccc(C)s1 (centres undefined)	5	-3	-7	0	2	10	-4	-2.2	-2	10
O=C1CC(N2CCN(c3ccc(S(=O)(=O)N4CCOCC4)cc3)CC2)C(=O)N1Cc1ccccc1 (centres undefined)	5	0	-4	1	1	-3	0	-4.0	-9	0
COc1cc(C(O)c2nc(-c3cccc(C#N)c3)cs2)ccc1F (centres undefined)	1	-7	nt	-1	-1	-11	-3	-0.4	1	-3
Nc1nnc2c(n1)CCCC2	1	10	11	3	5	21	0	-3.2	1	-1
Cc1ccc(/C=C/c2nnc(-c3cccs3)o2)cc1	3	1	-22	-1	-1	-8	-2	-0.2	-3	-7
COc1ccc2c(c1OC)C(=O)OC2Nc1ccccc1S(=O)(=O)C(F)F (centres undefined)	-2	-2	4	-1	-1	-1	-1	-0.5	2	6
CC(C)c1ccc(NC(=O)C2(C)Cc3c(-c4ccc(C(N)=O)cc4)ccnc3O2)cc1 (centres undefined)	9	-14	nt	-9	9	-11	1	-0.5	3	-14
C=C1CCN([C@@H](CC(C)C)C(=O)NN2CCOCC2)S(=O)(=O)c2ccccc21	6	-1	0	-2	0	7	-2	-0.4	6	6
CCOC(=O)C1CCCN(S(=O)(=O)CCNC(=O)c2ccc3c(c2)OCO3)C1 (centres undefined)	-3	5	-3	2	-4	-6	-3	0.3	3	-1
Cc1c(Cl)cccc1NC(=O)c1cccnc1	4	-4	-1	0	4	-3	-2	-1.9	-3	2
O=C(CSc1nnc(-c2cccnc2)o1)Nc1nccs1	3	4	1	2	-3	12	0	0.9	3	-1
CCCn1c(=O)c(C(=O)NNC(=O)c2ccc(Cl)cc2Cl)c(O)c2ccccc21	12	4	7	4	-2	4	0	-1.1	3	2
C(=C\c1ccccc1)/CN1CCN(C(c2cc3ccccc3o2)c2nnnn2Cc2ccccc2)CC1 (centres undefined)	-2	6	nt	4	-2	1	2	-0.1	-1	7
